TDP1 block: inhibitors of human tyrosyl-DNA phosphodiesterase TDP1 | Q9NUW8 | recombinant TDP1, AlphaScreen DNA substrate cleavage | actives 0.28% (n = 350,000) | Potency, µM (series often up to 130 µM), without a hit: top-dose activity change, negative = inhibition, hits mostly inhibitors; note: nearly all actives have a fitted effect of over 40% in size
Target sequence (Q9NUW8 whole entry, looked up): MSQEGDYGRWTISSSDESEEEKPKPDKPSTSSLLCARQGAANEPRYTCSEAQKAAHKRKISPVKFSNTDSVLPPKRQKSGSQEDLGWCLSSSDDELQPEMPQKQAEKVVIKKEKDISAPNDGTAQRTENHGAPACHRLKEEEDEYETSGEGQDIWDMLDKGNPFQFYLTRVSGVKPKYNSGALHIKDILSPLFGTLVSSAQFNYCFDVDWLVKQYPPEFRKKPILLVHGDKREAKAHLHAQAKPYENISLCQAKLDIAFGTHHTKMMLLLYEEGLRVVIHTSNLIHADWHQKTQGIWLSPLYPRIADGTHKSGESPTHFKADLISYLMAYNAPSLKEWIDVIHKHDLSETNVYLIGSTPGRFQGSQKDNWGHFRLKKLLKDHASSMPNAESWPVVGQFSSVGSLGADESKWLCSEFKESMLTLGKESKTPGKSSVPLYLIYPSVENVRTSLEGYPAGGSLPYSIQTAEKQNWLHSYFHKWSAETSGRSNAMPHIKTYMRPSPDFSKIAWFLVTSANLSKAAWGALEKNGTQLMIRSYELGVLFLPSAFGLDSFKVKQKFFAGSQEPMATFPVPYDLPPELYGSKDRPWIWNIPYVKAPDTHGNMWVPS
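AlphaScreen read-out: signal falls as enzyme removes the 3' tyrosine-FITC from a 5'-biotinylated DNA oligo (15 nM, 5 min, RT). Enzyme was E. coli-made recombinant Tdp1 at 1 nM, exposed to compound for 15 min beforehand; beads 10 ug/ml, 10 min.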
FEN1 inh: human FEN1 inhibition. Recombinant FEN1 flap cleavage, fluorescence, 15 min. Potency, µM (highest dose often 114 µM), without a hit: at the top dose activity change, negative = inhibition, hits mostly inhibitors. actives 0.35% (n = 390,000). AID 588795; note: nearly all actives have a fitted effect of over 65% in size
Target sequence (P39748 whole entry, looked up): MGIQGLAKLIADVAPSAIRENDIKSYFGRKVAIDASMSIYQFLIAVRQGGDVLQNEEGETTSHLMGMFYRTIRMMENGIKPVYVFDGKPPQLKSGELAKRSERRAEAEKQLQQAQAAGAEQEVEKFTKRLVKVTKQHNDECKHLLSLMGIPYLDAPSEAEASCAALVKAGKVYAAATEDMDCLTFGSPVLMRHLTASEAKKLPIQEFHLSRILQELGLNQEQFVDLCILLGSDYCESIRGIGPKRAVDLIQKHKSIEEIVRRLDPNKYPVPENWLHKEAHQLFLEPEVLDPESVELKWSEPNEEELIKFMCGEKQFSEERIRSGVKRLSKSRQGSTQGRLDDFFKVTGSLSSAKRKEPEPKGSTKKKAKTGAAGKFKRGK
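Enzyme 10 nM, 15 min RT preincubation with compound; start with substrate 50 nM final; reads at 0 and 15 min; qHTS titration, four-parameter Hill fit.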
N370S GC: N370S glucocerebrosidase modulation, Gaucher chaperone candidate; N370S GC spleen homogenate, 4MU-glucoside fluorescence; Potency, µM (doses to about 59.4 µM), inactives show at the highest dose activity change, negative = inhibition, hits mostly inhibitors; actives 0.092% (n = 330,000);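 note: 0% = full enzyme activity and -100% = no enzyme basal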
* = called active by the depositor; ? = inconclusive; / = not tested or not shown; & = joins results of further samples; [ ] = remark or other dose. Calls come from the whole dose curve; as a rule, active = well fitted curve in the direction sought with a large enough effect; inconclusive = small, poorly fitted or top-dose-only effect, or another doubt; inactive = no such curve, though single readings can be large; an effect the other way counts as inactive or inconclusive. Unless noted, % is set by controls: 0 for no effect and ±100 for the full control effect; potency is the fitted concentration of half-maximal effect. No enrichment for hits; any-hit rate near 0.57%.

SMILES	TDP1 block	FEN1 inh	N370S GC
CC1(c2ccc(OC(F)F)cc2)NC(=O)N(CC(=O)Nc2ccc(S(N)(=O)=O)cc2)C1=O (stereo not drawn)	1%	15%	-14%
CCC(C)NC(=O)CSc1nc2scc(-c3ccccc3)c2c(=O)[nH]1 (stereo not drawn)	3%	2%	0%
CC(=O)c1cc(CC=C(C)C)c(O)c(CC=C(C)C)c1O	-1%	-1%	1%
CC(C)c1ccc(/C=C/C(=O)NCc2ccc(S(N)(=O)=O)cc2)cc1	3%	-6%	?
Cc1ccc(C(OCC(O)CN2CCCCC2)c2ccccc2)cc1 (stereo not drawn)	5%	7%	-5%
OCC[C@@H]1C[C@H](O)[C@@H](O)[C@@]2(Cc3ccccc3O2)O1	/	-3%	0%
CN(CCC1CCCCO1)C(=O)c1cc(COc2ccc(F)cc2F)on1 (stereo not drawn)	0%	2%	-2%
COC(=O)CCC(=O)N1CCCC(C(=O)c2cc(F)ccc2F)C1 (stereo not drawn)	3%	2%	1%
Cc1c(C(=O)Nc2ccc(Cl)cn2)oc2ccccc12	2%	6%	1%
Cc1ccc(S(=O)(=O)N2CCN(C(=O)CSc3ccccn3)CC2)c(C)c1	-5%	-1%	0%
COc1ccc(C(C(=O)NC2CCCC2)N(C(=O)c2csnn2)C2CC2)cc1 (stereo not drawn)	1%[0.0935 µM]	2%	2%
COc1ccc(Br)cc1/C=N/NC(=O)c1cccnc1	2%	12%	-1%
Cc1cccc(OCCn2ccnc2)c1C	/	11%	-4%
COC(=O)c1cnc(Oc2ccc(NC(=O)NC(=O)c3ccccc3Cl)cc2)cc1C(F)(F)F	4%	5%	0%
Cc1cccc(NC(=S)NC(=O)CCc2ccccc2)c1C	7%	-8%	2%
S=C(NCCc1c[nH]c2ccccc12)NC1CC1	-3%	-4%	-11%
COc1cc(NC(=O)c2cc3c(=O)n(C)c4ccccc4c3n2C)cc(OC)c1OC	1%	?	5%
O=C(Nc1nnc(S(=O)(=O)N2CCCCC2)s1)c1cccc(Br)c1	/	0%	-2%
CN(C)C(=O)c1ccc2c(c1)N(CC(=O)NCc1ccccc1Cl)C(=O)C1CCCCN21 (stereo not drawn)	-1%	10%	/
COc1ccc(C(C)=O)cc1COc1nc(C)nc2ccccc12	8%	1%	6%
C/C(=N\NC(=O)OC(C)(C)C)c1cccc([N+](=O)[O-])c1	3%	3%	-2%
COc1ccc2c(c1)CCc1c-2n[nH]c1C(=O)NCCC(C)C	/	6%	-10%
COc1ccc([N+](=O)[O-])cc1N(CC(O)CN(CC(C)C)CC(C)C)S(=O)(=O)c1ccccc1 (stereo not drawn)	-4%	?	13%
COc1ccc(NC(=O)N2CCN(c3nc(-c4cccc(OC)c4)cs3)CC2)cc1	5%	-14%	4%
COc1ccc2nc(N3CCC(O)CC3)c(C#N)cc2c1	-8%	-7%	-14%

Later entries:
SMILES	TDP1 block	FEN1 inh	N370S GC
CC(C)(C)c1csc(NC(=O)c2c(F)c(F)c(F)c(F)c2F)n1	0%	2%	13%
COc1cccc(NCc2nnc3n2CCCCC3)c1	-3%	7%	/
CCn1cc(C(=O)NCCCOC(C)C)c(=O)c2cc(S(=O)(=O)N(C)C3CCCCC3)ccc21	2%	4%	/
CSc1ccccc1C(=O)N1CCC2(CC1)CC(=O)c1ccccc1O2	/	-10%	-4%
CC(C)[C@H](NC(=O)N1CC(=O)Nc2ccccc21)C(=O)N[C@@H](Cc1c[nH]c2ccccc12)C(=O)O	/	10%	-1%
O=S(=O)(c1ccc(-n2cnnn2)cc1)N1CCNCC1	1%	21%	10%
CSc1ccc(CNc2cccc3ccccc23)cc1	4%	7%	25%
COc1ccc(C(=O)NC(=S)N(C)C2CCCCC2)cc1Br	6%	2%	6%
Cc1ccc(N(CC(=O)Nc2cccc(C)c2)S(=O)(=O)c2cccc3nonc23)cc1	1%	-14%	-1%
COC(=O)Cc1ccc(NC(=O)C(c2ccccc2)c2ccccc2)cc1	3%	-9%	23%
CC(C)(C)OC(=O)[C@H](CCCCN)NC(=O)c1[nH]cnc1C(=O)N[C@@H](Cc1ccccc1)C(=O)OCc1ccccc1	5%	12%	/
Cc1ccccc1Cn1ccc(NC(=O)c2onc(C)c2Cl)n1	3%	21%	19%
CCn1nnnc1SCC(=O)NCc1ccco1	2%	0%	-5%
CN(CCc1ccccn1)C(=O)Nc1ccc(Cl)cc1	2%	-1%	5%
Cc1ccc(-n2c(N)c(-c3nc4ccccc4n3C)sc2=S)cc1	6%	9%	2%
COc1cc([N+](=O)[O-])cc2sc(NC(=O)c3c(F)cccc3F)nc12	-14%	-2%	8%
Cc1ccc(NC(=O)c2ncoc2-c2ccco2)cc1Cl	1%	-2%	/
CN(C)CCNC(=O)c1ccc(-c2nn(C)c(=O)c3ccccc23)cc1	0%&2%	11%&-3%	-3%
O=C(NC1CCCCCC1)c1c(O)c2cccc3c2n(c1=O)CCC3	0%	/	-10%
CCN1C(=O)[C@H]2[C@@H](c3ccc(-c4ccc(F)cc4)c(OC)c3)N3CCC[C@@]3(C(=O)OC)[C@H]2C1=O	-5%	-17%	-11%
CCOC(=O)C1CCN(C(=O)Nc2ccc3snnc3c2)CC1	4%	4%	2%
Cc1ccc(S(=O)(=O)Cc2ccc(C(=O)NCCc3ccccc3)o2)cc1	2%	21%	-4%
CC(=O)OCC1=C(C(=O)O)N2C(=O)C(NC(=O)CCn3nc(C)c(Cl)c3C)C2SC1 (stereo not drawn)	-14%	-8%	3%
Cc1c(Cl)ccc2c(C(=O)NCCCn3nccc3C)cc(-c3ccccn3)nc12	1%	3%	-13%
CC(C)C[C@H](NC(=O)OC(C)(C)C)C(=O)N[C@@H](CO)[C@H](O)[C@@H]1C[C@@H]1C(=O)N1CCCC1	/	-4%	-15%

Fetched by structure from above, 6 records:
SMILES	TDP1 block	FEN1 inh	N370S GC
CC(C)C[C@H](NC(=O)OC(C)(C)C)C(=O)N[C@@H](CO)[C@H](O)[C@@H]1C[C@@H]1C(=O)N1CCCC1	/	-4%	-15%
CN(C)CCNC(=O)c1ccc(-c2nn(C)c(=O)c3ccccc23)cc1	0%&2%	11%&-3%	-3%
Cc1ccc(S(=O)(=O)Cc2ccc(C(=O)NCCc3ccccc3)o2)cc1	2%	21%	-4%
COc1ccc(C(=O)NC(=S)N(C)C2CCCCC2)cc1Br	6%	2%	6%
CC(C)(C)c1csc(NC(=O)c2c(F)c(F)c(F)c(F)c2F)n1	0%	2%	13%
CCn1cc(C(=O)NCCCOC(C)C)c(=O)c2cc(S(=O)(=O)N(C)C3CCCCC3)ccc21	2%	4%	/

Continued.
SMILES	TDP1 block	FEN1 inh	N370S GC
CCCCN1CN(Cc2ccccc2)CNC1=S	0%	-8%	-5%
COC(=O)C1=C(C)NC2=C(C(=O)CC(C)(C)C2)C1c1ccccn1 (stereo not drawn)	-2%	7%	?
O=C(CCCn1cncn1)N1CCCC(N2CCN(c3ccc(F)cc3)CC2)C1 (stereo not drawn)	1%	1%	-4%
Cc1ccc(N(C)S(=O)(=O)c2ccc(-c3cnc(C4CC4)o3)cc2)cc1	2%&1%	-14%&-6%	4%
CC(OC(=O)[C@@H](NC(=O)c1ccco1)C(C)C)C(=O)Nc1ncc(Cl)cc1Cl (stereo partly drawn)	-2%	-4%	/
CCOc1ccccc1C(c1c(C)n(C)n(-c2ccccc2)c1=O)c1c(C)n(C)n(-c2ccccc2)c1=O	/	-5%	2%
C=CCNc1nnc(Sc2ncccc2[N+](=O)[O-])s1	9%	8%	1%
COc1ccc(N2C(=O)CSC23C(=O)N(CC(=O)Nc2ccccc2F)c2ccccc23)cc1 (stereo not drawn)	4%	9%	/
CC1CCCCN1C(=O)COc1ccc(NC(=O)c2ccco2)cc1 (stereo not drawn)	0%	-15%	-9%
CCOc1ccc(Nc2c3c(nc4nncn24)CCC3)cc1	2%	3%	/
Cc1c(C(=O)N2CCOCC2)c(S(=O)(=O)Nc2ccc(F)cc2)c(C)n1C	3%	20%	2%
Cc1ccc(NC(=O)CC2S/C(=N/N=C/C=C/c3ccccc3)NC2=O)cc1Cl (stereo not drawn)	5%	2%	-3%
COc1cccc(N=c2oc3ccccc3cc2-c2nc3ccccc3[nH]2)c1	4%	15%	10%
CCc1ccc(N2CC(C(=O)NNC(=O)c3ccc(F)cc3)CC2=O)cc1 (stereo not drawn)	-10%[0.505 µM]	0%	-14%
CCOC(=O)c1c(NC(=O)CSc2nnc(C)c(=O)[nH]2)sc(C)c1-c1ccc(C)cc1	-1%	-1%	18%
CCS(=O)(=O)c1ccc2c(c1)N(S(C)(=O)=O)CC(C(=O)NN)O2 (stereo not drawn)	5%	0%	5%
O=C(NCc1cccnc1)c1cc(-c2cccs2)on1	-2%	-2%	6%
Cc1ccc(N(CC(=O)NN=C2CCN(C)CC2)S(=O)(=O)c2ccc(C)cc2)cc1	3%	13%	-1%
COCCNC(=O)c1c(N)n(CCC2=CCCCC2)c2nc3ccccc3nc12	-2%	-16%	?
Cc1ccc(C(=O)Nc2ccc(N3CCOCC3)cc2)cc1S(=O)(=O)N1CCCCC1	-6%	-18%	/
COc1ccc(CNS(=O)(=O)c2ccc3c(c2)N(C(C)=O)CC(C)S3)cc1 (stereo not drawn)	2%	-8%	-4%
CN(c1ccccc1)S(=O)(=O)c1ccc(C(=O)N2CCCC(C(F)(F)F)C2)cc1 (stereo not drawn)	-5%	-5%	-10%
Cc1cc(NC(=O)CN2CCc3ccccc3C2)nc2c1c(=O)oc1ccccc12	/	-23%	-3%
CC(C)c1nnc(NC(=O)CSc2nc3ccccc3s2)s1	-2%	-7%	11%
CCCn1c(SCC(=O)Nc2ccc(F)c(Cl)c2)nc(O)cc1=O	4%	-18%	/

(cont.)
SMILES	TDP1 block	FEN1 inh	N370S GC
CCCn1c(SCC(=O)Nc2cc(S(=O)(=O)N3CCOCC3)ccc2Cl)n[nH]c1=O	-4%	-4%	5%
Fc1ccc(-c2csc3nnc(SCc4cccnc4)n23)cc1	0%	-2%	6%
CC(C)n1nnnc1SCC(=O)N(C)C1CCS(=O)(=O)C1 (stereo not drawn)	1%	2%	/
O=C(C1CC1(c1ccccc1)c1ccccc1)N1CCOCC1 (stereo not drawn)	1%	4%	7%
CC(=O)N(Cc1ccco1)C1(C(=O)NC2CCCC2)CCCCC1	-1%	-4%	5%
COc1ccccc1C(=O)Nc1nc2ccc(S(C)(=O)=O)cc2s1	4%[56.1 µM]	11%	0%
O=C(OCc1ccccc1)C1CCCN1C(=O)c1cccs1 (stereo not drawn)	3%	-7%	8%
CCOC(=O)CSC(CC)C(=O)Nc1nnc(CC)s1 (stereo not drawn)	0%	-1%	-9%
CCc1cccc(CC)c1NC(=O)CN1C(=O)C(=O)c2ccccc21	-2%	12%	/
NS(=O)(=O)c1cccn1-c1ncc(C(F)(F)F)cc1Cl	5%	7%	3%
COc1ccc(NC(=O)c2cccc(S(=O)(=O)N3CCCCCC3)c2)cc1	/	3%	-4%
Cc1cc(-c2ccc(C)c(S(=O)(=O)NCCCN3CCN(c4ccccc4)CC3)c2)on1	5%	4%	2%
COc1ccc(OC)c(NC(=O)c2ccc3c(SCC(=O)O)c4c(nc3c2)CCCC4)c1	5%	-21%	/
COc1ccc(Cl)cc1NC(=O)CNC(c1ccccc1)c1ccccc1	10%	-8%	?
CCOc1ccc(/C=C\C(C)=N\O)cc1	4%	-8%	-8%
NC(Cc1c[nH]c2ccccc12)C(=O)NCc1ccco1 (stereo not drawn)	5%	-1%	-11%
CC(OC(=O)C1CCN(S(=O)(=O)c2ccc(F)cc2)CC1)C(=O)NC1CCCCC1C (stereo not drawn)	/	-8%	-3%
CCS(=O)(=O)c1ccc(Sc2nncn2C)c([N+](=O)[O-])c1	-5%	-8%	-4%
CC(C)c1ccccc1N1CC(C(=O)O)CC1=O (stereo not drawn)	4%	-2%	6%
COc1c(OC)c(O)c2c(=O)c(O)c(-c3ccccc3)oc2c1OC	5%	6%	-1%
CCC1=NN(C(=O)CCc2ccccc2O)C(O)(C(F)(F)F)C1 (stereo not drawn)	3%	-11%	-3%
Cn1c2ccccc2c2n[nH]c(=S)nc21	/	-12%	2%
O=C(Cc1ccccc1)NC(NCCCN1CCOCC1)(C(F)(F)F)C(F)(F)F	-6%	-2%	-2%

5 of these compounds in another layout.
structure | TDP1 block | FEN1 inh | N370S GC
CCOC(=O)CSC(CC)C(=O)Nc1nnc(CC)s1 (stereo not drawn) | 0% | -1% | -9%
CC(=O)N(Cc1ccco1)C1(C(=O)NC2CCCC2)CCCCC1 | -1% | -4% | 5%
O=C(C1CC1(c1ccccc1)c1ccccc1)N1CCOCC1 (stereo not drawn) | 1% | 4% | 7%
CC(C)c1ccccc1N1CC(C(=O)O)CC1=O (stereo not drawn) | 4% | -2% | 6%
NS(=O)(=O)c1cccn1-c1ncc(C(F)(F)F)cc1Cl | 5% | 7% | 3%

Ordered by heavy-atom count (ascending): part of the list above
SMILES	TDP1 block	FEN1 inh	N370S GC
COc1ccc2nc(N3CCC(O)CC3)c(C#N)cc2c1	-8%	-7%	-14%
Cc1ccc(N(C)S(=O)(=O)c2ccc(-c3cnc(C4CC4)o3)cc2)cc1	2%&1%	-14%&-6%	4%
Cc1ccc(C(=O)Nc2ccc(N3CCOCC3)cc2)cc1S(=O)(=O)N1CCCCC1	-6%	-18%	/

Compound activity from PubChem.
